Assay outcomes as filed in PubChem BioAssay.
Rtt109 Vps75 – inhibitors of C. albicans Rtt109/Vps75 HAT, primary screen, biochemical, ThioGlo CoA-SH fluorescence, plate reader | purified Rtt109/Vps75, 4 h | inhibition, % at 34.9 µM | actives 0.16% (n = 330,000) | Histone acetyltransferase RTT109 (Candida albicans (strain SC5314 / ATCC MYA-2876)), …;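 active = inhibition of at least 50% in every replicate; inconclusive = best replicate reaches 50% inhibition but some replicates fall short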
Target sequence (Q5AAJ8 whole entry, looked up): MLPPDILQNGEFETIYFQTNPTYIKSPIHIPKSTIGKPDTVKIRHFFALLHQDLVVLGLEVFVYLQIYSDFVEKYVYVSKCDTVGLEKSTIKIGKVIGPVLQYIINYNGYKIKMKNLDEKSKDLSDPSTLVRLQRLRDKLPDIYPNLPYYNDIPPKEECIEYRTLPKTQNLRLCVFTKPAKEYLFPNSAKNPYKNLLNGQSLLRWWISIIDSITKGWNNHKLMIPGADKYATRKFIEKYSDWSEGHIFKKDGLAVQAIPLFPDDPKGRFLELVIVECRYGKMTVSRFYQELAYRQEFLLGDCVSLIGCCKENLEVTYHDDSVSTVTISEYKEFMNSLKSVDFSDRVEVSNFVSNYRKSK
AddAB inh – growth inhibition of E. coli expressing H. pylori AddAB, primary screen, AddAB inhibitor project, absorbance; actives 0.29% (n = 330,000); inhibition, % at 11.9 µM; in the data active = inhibition above about 12%;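 also: 0% = vehicle wells of infected cells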
Tat transport – E. coli Tat export inhibitors, primary screen, MC4100, TorA-mCherry reporter, fluorescence, single point | inhibition, % at 10 µM | actives 0.036% (n = 340,000);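 active = mean replicate inhibition at least 50% and at least half of replicates individually reaching 50%; inconclusive = only one of the two criteria met; inactive = neither criterion met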;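 also: exported cargo escapes ClpAP degradation while cytoplasmic cargo is degraded and loses fluorescence; 0% = median of neutral control wells and 100% = median of NaSCN control wells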
DAGLB inh – DAGLB lipase inhibitors, primary screen, biochemical, fluorescence, HTS; HEK293T DAGLB membrane lysate, EnzChek fluorogenic substrate; inhibition, % at 5.17 µM; actives 0.059% (n = 340,000); AID 504411, 2011; in the data active = inhibition above about 34%;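 also: 0% = enzyme with vehicle and 100% = wells lacking enzyme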
Target sequence (Q8NCG7 whole entry, looked up): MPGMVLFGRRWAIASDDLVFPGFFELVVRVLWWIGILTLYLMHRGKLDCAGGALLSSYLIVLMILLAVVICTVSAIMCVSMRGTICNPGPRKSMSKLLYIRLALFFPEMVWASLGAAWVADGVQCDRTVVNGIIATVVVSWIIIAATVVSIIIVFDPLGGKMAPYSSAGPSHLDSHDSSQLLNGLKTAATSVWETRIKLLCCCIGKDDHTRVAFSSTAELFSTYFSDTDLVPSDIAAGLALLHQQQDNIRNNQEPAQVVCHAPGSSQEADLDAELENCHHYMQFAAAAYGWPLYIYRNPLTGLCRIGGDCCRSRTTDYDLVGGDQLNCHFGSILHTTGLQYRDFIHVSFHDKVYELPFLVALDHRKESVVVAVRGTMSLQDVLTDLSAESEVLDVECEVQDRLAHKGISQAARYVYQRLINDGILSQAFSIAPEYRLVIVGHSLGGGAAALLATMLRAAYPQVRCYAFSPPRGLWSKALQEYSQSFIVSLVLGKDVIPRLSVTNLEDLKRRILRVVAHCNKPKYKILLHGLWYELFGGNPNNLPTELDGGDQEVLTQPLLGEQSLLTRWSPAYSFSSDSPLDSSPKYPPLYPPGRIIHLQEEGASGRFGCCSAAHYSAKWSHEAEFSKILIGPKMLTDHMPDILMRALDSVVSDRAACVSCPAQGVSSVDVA
PfHsp90 yeast 2 – growth inhibition of PfHsp90-expressing yeast, primary screen, antimalarial PfHsp90 inhibitor project, S. cerevisiae, BacTiter-Glo luminescence, single point, set 2; inhibition, % at 9.4 µM; actives 0.32% (n = 310,000); BacTiter-Glo ATP, 48 h; yeast lacking PDR1 and PDR3 efflux regulators;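 active = every replicate shows inhibition above about 80%, whatever the replicate mean, limit read from the data; inconclusive = mean inhibition reaches the set limit but some replicate falls short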;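 also: 0% = DMSO neutral controls and 100% = 20 µM radicicol positive controls; yeast relying on Plasmodium falciparum Hsp90 in place of its own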
phage Ecoli inh – growth loss of phage-infected E. coli, primary screen, RecBCD inhibitor project, absorbance, with phage, HTS | inhibition, % at 11.9 µM | actives 0.26% (n = 360,000) | AID 651602, 2012; in the data active = inhibition above about 11%
E coli growth – E. coli V3065 growth inhibition, primary screen, counter-screen for AddAB inhibitor project, absorbance, OD600. 18 h. inhibition, % at 11.9 µM. actives 0.27% (n = 330,000). AID 449728, 2010;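 active = inhibition above the campaign's mean inhibition across all tested compounds plus 3 SD, cut at about 9.9% in these data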;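 also: uninfected addAB+ strain grown without phage in ampicillin broth; 0% = DMSO wells and 100% = ciprofloxacin 0.95 µg/ml wells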
PvdQ acylase – P. aeruginosa PvdQ acylase inhibitors, primary screen, biochemical, fluorescence, plate reader and imaging, single point; PvdQ acylase [Pseudomonas aeruginosa LESB58]; purified PvdQ acylase; inhibition, % at 10 µM; actives 0.063% (n = 340,000); AID 488965, 2010; in the data active = inhibition above about 30%, passing the limit was not always enough; inconclusive = no clear call, values can overlap the other calls;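 also: 0% = vehicle neutral wells and 100% = reference inhibitor wells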
CAL PDZ FP – CAL PDZ peptide-binding inhibitors, primary screen, biochemical, fluorescence polarization, Cer-tagged CAL PDZ, HTS | actives 0.02% (n = 330,000) | purified CAL PDZ, TMR-peptide fluorescence polarization, 1 h | inhibition, % at 20 µM | Golgi-associated PDZ and coiled-coil motif-containing protein (Homo sapiens), Q9HD26;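 active = highest replicate inhibition of at least 40%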;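 also: plate controls were DMSO neutral control wells for no effect and unlabeled competitor peptide control wells for full effect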
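System: tagged CAL PDZ domain. Schedule: 1 h room-temperature incubation prior to read. Signal: fluorescence polarization (mP). Measure: percent inhibition from loss of millipolarization.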
Wnt bcat act – Wnt/beta-catenin pathway activators, primary screen, cell-based, plate reader, single point; AID 743398, 2014; actives 1.2% (n = 300,000); activation, % at 9.35 µM; Wnt/beta-catenin reporter cell assay, activator; in the data active = activation above about 30%, passing the limit was not always enough; inconclusive = no clear call, values can overlap the other calls;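 also: 0% = neutral control wells and 100% = positive control wells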
* marks the source's active call; other numbers are inactive results.

Screening COc1ccc(CNc2ncnc3cc(OC)c(OC)cc23)cc1OC returned Rtt109 Vps75 -4, AddAB inh -0.7, Tat transport 0, DAGLB inh 1, PfHsp90 yeast 2 10, phage Ecoli inh 3.9, E coli growth 1.4, PvdQ acylase -1, CAL PDZ FP -4.9 and Wnt bcat act -1.
For COc1ccc(NC(=O)CCN2C(=O)C3C4CCC(C4)C3C2=O)cc1 (stereo not drawn) the results were Rtt109 Vps75 -12, AddAB inh -1.0, Tat transport 0, DAGLB inh -1, PfHsp90 yeast 2 5, phage Ecoli inh 4.0, E coli growth -1.6, PvdQ acylase -15, CAL PDZ FP -1.8 and Wnt bcat act 12.
O=Cc1ccccc1OCc1nnsc1Cl was read as Rtt109 Vps75 6, AddAB inh 3.2, Tat transport 4, DAGLB inh -1, PfHsp90 yeast 2 16, phage Ecoli inh 2.0, E coli growth 0.8, PvdQ acylase 2, CAL PDZ FP 0.4 and Wnt bcat act -9.
For CCOc1ccc(NC(=O)c2cccc3c2C(=O)N(CCOC)C3)cc1 the results were Rtt109 Vps75 -9, AddAB inh 0.6, Tat transport -5, DAGLB inh -2, PfHsp90 yeast 2 -5, phage Ecoli inh 4.0, E coli growth -0.7, PvdQ acylase -8 and CAL PDZ FP -2.2.
For CCN1CCC(O)(C#Cc2ccccc2)CC1 the results were Rtt109 Vps75 -8, AddAB inh 0.0, Tat transport 4, DAGLB inh 0, PfHsp90 yeast 2 0, phage Ecoli inh -0.1, E coli growth 0.5, PvdQ acylase -6, CAL PDZ FP -1.5 and Wnt bcat act 0.
O=C(Nc1ccc(Cl)c(Cl)c1)Nc1cc(C(=O)N2CCOCC2)ccc1N1CCCCC1 was read as Rtt109 Vps75 -14, AddAB inh -0.3, Tat transport -4, DAGLB inh 4, PfHsp90 yeast 2 1, phage Ecoli inh 0.1, E coli growth 1.1, PvdQ acylase -2 and CAL PDZ FP -1.8.
For O=C(NC1(C(F)(F)F)C(=O)Nc2c1c(=O)[nH]c(=O)n2Cc1ccco1)C1CCCCC1 (stereo not drawn) the results were Rtt109 Vps75 2, AddAB inh 0.0, Tat transport -10, DAGLB inh -2, PfHsp90 yeast 2 -6, phage Ecoli inh 1.8, E coli growth -2.2, PvdQ acylase -12 and CAL PDZ FP -3.7.
`COc1cc2cnc(-c3ccccc3)c(C(=O)c3ccc(F)cc3)c2cc1OC` gave Rtt109 Vps75 8, AddAB inh 1.4, Tat transport -1, DAGLB inh -6, PfHsp90 yeast 2 85*, phage Ecoli inh 1.9, E coli growth -3.2, PvdQ acylase -2, CAL PDZ FP -1.7 and Wnt bcat act 2.
`O=C(c1n[nH]c2ccccc12)N1CCN(S(=O)(=O)c2ccc3ccccc3c2)CC1` gave Rtt109 Vps75 -4, AddAB inh -0.8, Tat transport 21, DAGLB inh 0, phage Ecoli inh -0.2, E coli growth 1.4, PvdQ acylase -8, CAL PDZ FP -1.7 and Wnt bcat act -3.
For CCC(CC)C(=O)Nc1nnc(SCC(=O)N2CCN(c3ccccc3OC)CC2)s1 the results were Rtt109 Vps75 14, AddAB inh 2.9, Tat transport 1, DAGLB inh 2, PfHsp90 yeast 2 29, phage Ecoli inh 2.0, E coli growth -0.8, PvdQ acylase -17, CAL PDZ FP -1.6 and Wnt bcat act -4.
`COc1cccc(NC(=O)C/C(C)=N/NC(=O)C2CCCCC2)c1` gave Rtt109 Vps75 -16, AddAB inh 0.7, Tat transport -3, DAGLB inh -1, PfHsp90 yeast 2 -19, phage Ecoli inh -3.6, E coli growth 0.1, PvdQ acylase -16, CAL PDZ FP -2.2 and Wnt bcat act -3.
COCCNC(=O)c1ccc(C)c(NC(=O)C2=C(C)OCCS2)c1 was read as Rtt109 Vps75 7, AddAB inh 1.4, Tat transport 5, DAGLB inh -3, PfHsp90 yeast 2 19, phage Ecoli inh 2.8, E coli growth 0.3, PvdQ acylase -21, CAL PDZ FP -1.3 and Wnt bcat act 0.
CCOC(=O)c1c[nH]n(-c2ccccc2)c1=O was read as Rtt109 Vps75 -3, AddAB inh -0.7, Tat transport -5, DAGLB inh 0, PfHsp90 yeast 2 10, phage Ecoli inh 3.3, E coli growth 1.8, PvdQ acylase 2, CAL PDZ FP -2.7 and Wnt bcat act -1.
COc1ccc(/C=C/C(=O)c2ccc(NC(=O)c3cccs3)cc2)cc1OC was read as Rtt109 Vps75 -8, AddAB inh 4.0, Tat transport 7, DAGLB inh 0, phage Ecoli inh 2.3, E coli growth 1.0, PvdQ acylase -4 and CAL PDZ FP -4.2.
`CCCN(CCC)c1nc(N(CCC)CCC)[nH]c(=O)n1` gave Rtt109 Vps75 9, AddAB inh 4.7, Tat transport 1, DAGLB inh 1, PfHsp90 yeast 2 -8, phage Ecoli inh 2.0, E coli growth 0.5, PvdQ acylase -14, CAL PDZ FP 0.7 and Wnt bcat act 0.

Quoted at random: 2 entries already listed, in no set order.
`COc1cc2cnc(-c3ccccc3)c(C(=O)c3ccc(F)cc3)c2cc1OC` gave Rtt109 Vps75 8, AddAB inh 1.4, Tat transport -1, DAGLB inh -6, PfHsp90 yeast 2 85*, phage Ecoli inh 1.9, E coli growth -3.2, PvdQ acylase -2, CAL PDZ FP -1.7 and Wnt bcat act 2.
For COc1ccc(NC(=O)CCN2C(=O)C3C4CCC(C4)C3C2=O)cc1 (stereo not drawn) the results were Rtt109 Vps75 -12, AddAB inh -1.0, Tat transport 0, DAGLB inh -1, PfHsp90 yeast 2 5, phage Ecoli inh 4.0, E coli growth -1.6, PvdQ acylase -15, CAL PDZ FP -1.8 and Wnt bcat act 12.

(more compounds)
For Cc1ccccc1Nc1c(-c2cccnc2)nc2cccc(C)n12 the results were Rtt109 Vps75 0, AddAB inh 0.3, Tat transport -5, DAGLB inh 3, PfHsp90 yeast 2 4, phage Ecoli inh -0.3, E coli growth -0.8, PvdQ acylase -3, CAL PDZ FP 0.1 and Wnt bcat act -2.
Screening CCCN(Cc1ccccc1)C(=S)Nc1ccc(SC(F)F)cc1 returned Rtt109 Vps75 -6, Tat transport inconclusive, DAGLB inh -9, phage Ecoli inh -0.8, PvdQ acylase -3, CAL PDZ FP -1.8 and Wnt bcat act 3.
For Cc1ccc(-n2nc3c(c2NC(=O)/C=C\c2ccc4c(c2)OCO4)CSC3)c(C)c1 the results were Rtt109 Vps75 -35, AddAB inh -0.5, Tat transport -7, DAGLB inh 3, PfHsp90 yeast 2 -12, phage Ecoli inh -1.5, E coli growth -3.3, PvdQ acylase -2, CAL PDZ FP -0.9 and Wnt bcat act -5.
CC(C)NC(=O)c1ccc2c(c1)N(Cc1ccccc1)C(=O)C(C)(C)O2 was read as Rtt109 Vps75 11, Tat transport -2, DAGLB inh 0, PfHsp90 yeast 2 3, phage Ecoli inh 2.3, PvdQ acylase 9, CAL PDZ FP 1.7 and Wnt bcat act 0.
COC(=O)c1[nH]c2cc(OC)ccc2c1N was read as Rtt109 Vps75 -3, AddAB inh 3.2, Tat transport -1, DAGLB inh 0, PfHsp90 yeast 2 8, phage Ecoli inh 2.7, E coli growth 1.6, PvdQ acylase -8 and CAL PDZ FP -0.8.
Screening Cc1cccc2cc(COC(=O)C(C)(C)C)c(=O)[nH]c12 returned Rtt109 Vps75 -10, AddAB inh -0.3, Tat transport 5, DAGLB inh -1, PfHsp90 yeast 2 24, phage Ecoli inh 3.0, E coli growth -1.1, PvdQ acylase -7 and CAL PDZ FP -2.3.
For Cn1c(=O)c2c(O)c(Cc3ccccc3)c(=O)n(C)c2n(C)c1=O the results were Rtt109 Vps75 -10, AddAB inh 0.7, Tat transport -2, DAGLB inh -1, PfHsp90 yeast 2 20, phage Ecoli inh 2.1, E coli growth 0.7, PvdQ acylase -3, CAL PDZ FP 2.3 and Wnt bcat act 2.
Screening CCOC(=O)C1CSC(CC(=O)Nc2ccc(Cl)c(Cl)c2)C(=O)N1 (stereo not drawn) returned Rtt109 Vps75 3, AddAB inh 2.4, Tat transport 8, DAGLB inh -1, PfHsp90 yeast 2 3, phage Ecoli inh 2.5, E coli growth 0.6, PvdQ acylase -6, CAL PDZ FP -1.8 and Wnt bcat act -7.
Nn1c(SCc2cccc(Cl)c2)nnc1-c1ccncc1 was read as Rtt109 Vps75 -7, AddAB inh 1.5, Tat transport 2, DAGLB inh -1, PfHsp90 yeast 2 -4, phage Ecoli inh 0.1, E coli growth 2.1, PvdQ acylase -12, CAL PDZ FP -0.7 and Wnt bcat act 18.
Screening O=C(CCS(=O)(=O)c1cccc2nonc12)N1CCOCC1 returned Rtt109 Vps75 3, AddAB inh 1.6, Tat transport -5, DAGLB inh -4, PfHsp90 yeast 2 -24, phage Ecoli inh 3.4, E coli growth -0.8, PvdQ acylase -10 and CAL PDZ FP 0.0.
`COc1ccc(CCNC(=O)c2cccc(NC(=O)CC3SC(N4CCCCC4)=NC3=O)c2)cc1OC` (stereo not drawn) gave Rtt109 Vps75 3, AddAB inh -1.5, Tat transport -2, DAGLB inh 1, PfHsp90 yeast 2 -2, phage Ecoli inh 0.9, E coli growth 0.8, PvdQ acylase 12, CAL PDZ FP -3.7 and Wnt bcat act -2.
CN(C)c1ccc(C2C3C(=O)NC(=O)C3ON2c2ccc(Cl)cc2)cc1 (stereo not drawn) was read as Rtt109 Vps75 -3, AddAB inh 1.4, Tat transport 11, DAGLB inh 5, PfHsp90 yeast 2 -51, phage Ecoli inh 3.3, E coli growth -1.5, PvdQ acylase -14, CAL PDZ FP 0.7 and Wnt bcat act 6.
For Cc1cccc(Nc2nc(N)c(C#N)c(CC#N)c2C#N)c1 the results were Rtt109 Vps75 0, AddAB inh -0.3, Tat transport -9, DAGLB inh -2, PfHsp90 yeast 2 5, phage Ecoli inh 1.3, E coli growth -1.8, PvdQ acylase -7, CAL PDZ FP -1.1 and Wnt bcat act 1.
`CCCC1=Nc2cc(C(=O)NCCN3CCOCC3)ccc2Sc2ccc(C)cc21` gave Rtt109 Vps75 14, AddAB inh 1.1, Tat transport 7, DAGLB inh 1, PfHsp90 yeast 2 -13, phage Ecoli inh 1.9, E coli growth -0.1, PvdQ acylase -8, CAL PDZ FP 0.1 and Wnt bcat act -3.
For COc1ccccc1N1CCN(S(=O)(=O)CCNC(=O)c2cccc(F)c2)CC1 the results were Rtt109 Vps75 7, AddAB inh 0.5, Tat transport -3, DAGLB inh 0, phage Ecoli inh 2.9, E coli growth 0.3, PvdQ acylase 9, CAL PDZ FP -3.1 and Wnt bcat act -1.
For O=C(NC(=O)c1ccccc1O)c1ccc2c(c1)CCO2 the results were Rtt109 Vps75 -6, AddAB inh 5.2, Tat transport 0, DAGLB inh 0, PfHsp90 yeast 2 -42, phage Ecoli inh 0.4, E coli growth -1.2, PvdQ acylase -13, CAL PDZ FP -0.3 and Wnt bcat act 25.
